Assay outcomes (PubChem)
GPR55 antagonists = inhibition of LPI-stimulated GPR55 beta-arrestin translocation – imaging, U2OS, beta-arrestin-GFP, LPI agonist, primary screen (AID 2013); U2OS GPR55 beta-arrestin-GFP translocation imaging, LPI antagonism; higher % means a stronger effect; one-dose inhibition, % at 10 µM; IC50 in µM for titrated hits; actives 0.13% (n = 290,000);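 active = spots per cell inhibited over 60%, with over 100 cells counted and total cytoplasm intensity under 500,000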;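 note: U2OS cells stably carrying GPR55 and arrestin-GFP stimulated by 5 µM LPI near EC80; imaged beta-arrestin-GFP aggregate spots per cell after agonist stimulation; plate controls were LPI-stimulated DMSO wells for no effect and DMSO wells without LPI for full effect; some results filed as inactive read as strong as hits; confirmed hits need IC50 under 10 µM and bright autofluorescent wells are also inconclusive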
KOR beta-arrestin-1 = KOR agonists, beta-arrestin recruitment, primary screen, cell-based, luminescence, uHTS (AID 1777) | KOR beta-arrestin recruitment, luminescence; higher % means a stronger effect | one-dose activation, % at 10 µM; EC50 in µM for titrated hits | actives 0.02% (n = 280,000); in the data active = activation above about 50%, passing the limit was not always enough; note: a part of the inactive calls stands beside numbers as strong as those of hits
HIV fusion peptide = cell-free HIV fusion peptide-binding blockers – biochemical, uHTS, fluorescence dequenching, primary screen (AID 1986) | cell-free peptide binding, fluorescence dequenching, 30 min; higher % means a stronger effect | inhibition, % at 20 µM; hits with a dose series show IC50 in µM | actives 0.3% (n = 290,000); in the data active = inhibition mostly above about 52%, no sharp cut-off; inactive = mostly below about 76%; note: some results filed as inactive read as strong as hits
GPR55 beta-arrestin = GPR55 agonists via beta-arrestin recruitment, primary screen, imaging, U2OS cells, beta-arrestin-GFP redistribution (AID 1961); U2OS GPR55 beta-arrestin-GFP redistribution imaging; higher % means a stronger effect; actives 0.048% (n = 290,000); activation, % at 10 µM; hits with a dose series show EC50 in µM;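 active = activation above 40% with more than 50 cells counted in the well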;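 note: U2OS osteosarcoma cells stably expressing GPR55 and beta-arrestin-GFP; plate controls were DMSO negative control for no effect and LPI positive control for full effect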
AID2073 = disruptors of CaV2.2 binding to Mint1 – biochemical, HTRF (AID 2073) | HTRF protein-protein interaction, Mint1-CaV2.2; higher % means a stronger effect | inhibition, % at 20 µM; hits with a dose series show IC50 in µM | actives 0.19% (n = 290,000); in the data active = inhibition mostly above about 51%, no sharp cut-off; note: some results filed as inactive read as strong as hits
NOD1 inhibition = inhibition of NOD1-driven NF-kB reporter – cell-based, luminescence, uHTS, primary screen (AID 1578) | NOD1-driven NF-kB luciferase reporter cells, luminescence; higher % means a stronger effect | inhibition, % at 4 µM, or EC50 in µM where a hit was titrated | actives 1% (n = 290,000); in the data active = inhibition mostly above about 36%, no sharp cut-off; inactive = mostly below about 34%;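 note: HEK-293T reporter cells stimulated with the NOD1 agonist gamma-tri-DAP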
GPR35 antagonists = GPR35 antagonists blocking zaprinast-driven arrestin recruitment, primary screen, imaging, U2OS, beta-arrestin-GFP, zaprinast agonist (AID 2058) | one-dose inhibition, % at 10 µM; IC50 in µM for titrated hits | U2OS GPR35 beta-arrestin-GFP translocation imaging, zaprinast antagonism; higher % means a stronger effect | actives 0.052% (n = 290,000);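 active = inhibition of at least 50% with at least 30 cells and total cytoplasm GFP at most 10,000,000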
KOR beta-arrestin-2 = KOR antagonists, beta-arrestin recruitment, cell-based, luminescence, uHTS (AID 1778). inhibition, % at 10 µM, or IC50 in µM where a hit was titrated. KOR beta-arrestin recruitment, luminescence, antagonist mode; higher % means a stronger effect. actives 0.091% (n = 290,000); in the data active = inhibition above about 50%; note: strong numbers were not always called active
Siah-1 displacement = Siah-1 peptide-binding antagonists, primary screen, biochemical, fluorescence polarization, rhodamine-plectin, uHTS (AID 1817); displacement, % at 20 µM; hits with a dose series show IC50 in µM; actives 0.02% (n = 290,000); Siah-1 / rhodamine-plectin peptide fluorescence polarization; higher % means a stronger effect;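 active = displacement of at least 50% at 20 µM, with a fluorescence ratio check between 0.3 and a set limit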;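 note: plate controls were Siah plus tracer with DMSO for no effect and tracer alone without Siah for full effect; strong numbers were not always called active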
* = called active by the depositor; . = no result given; [ ] = dose if it differs, or a comment. These rows are one share of the data; the hit share may differ from the screen's.

GPR55 antagonists | KOR beta-arrestin-1 | HIV fusion peptide | GPR55 beta-arrestin | AID2073 | NOD1 inhibition | GPR35 antagonists | KOR beta-arrestin-2 | Siah-1 displacement | compound
6% | -2.2% | 0.7% | 1.1% | 6% | -24% | 13% | -21% | 12% | COc1ccccc1N1CCN(C2CCCN(C(=O)c3cscn3)C2)CC1 (configuration not stated)
6% | -1.9% | -0.8% | -0.1% | 4% | 3% | 7% | 33% | 2% | CCc1ccc(OCCCC(=O)Nc2ccc(N3CCCCC3)cc2)cc1
2% | 0.2% | 0.8% | 0.8% | 9% | -8% | 3% | -27% | 2% | COc1ccc2cc3cc(C(=O)N4CCN(c5ccccn5)CC4)oc3nc2c1
8% | -4.4% | -0.3% | -0.1% | 13% | -29% | 8% | -4% | -1% | Cc1nn(C)cc1S(=O)(=O)NCc1ccc2c(c1)OCO2
-10% | 0.6% | -0.8% | -0.1% | 28% | -14% | 5% | -9% | 9% | CCOC(=O)c1cn2nc(Oc3ccc(NC(C)=O)cc3)ccc2n1
10% | 7.4% | 1.9% | -0.2% | -10% | -5% | 15% | 11% | 1% | O=C(Cn1nnc(-c2cccs2)n1)N1CCc2ccccc2C1
-14% | 5.4% | 0.5% | 0.9% | 6% | 3% | 14% | -25% | -2% | O=C(NCc1ccon1)C1CCC(=O)N(CCc2ccc(Cl)cc2)C1 (configuration not stated)
-17% | -4.0% | -1.0% | -0.1% | -6% | 12% | -11% | 14% | -7% | O=C(c1ccc(Oc2ccc([N+](=O)[O-])cc2)cc1)N1CCCCCC1
12% | 2.0% | -1.7% | -0.1% | 22% | 10% | -2% | 3% | 4% | CNC(=O)COC(=O)c1cc2c(C)nn(-c3ccc(F)cc3)c2s1
13% | -2.3% | 3.5% | -0.1% | 43% | 9% | -20% | -19% | 6% | Fc1ccccc1/C=C1\CCCC2=C1NC(=S)NC2c1ccccc1F (configuration not stated)
1% | 0.9% | 1.4% | 0.3% | 9% | -9% | -1% | 28% | 5% | Nc1ccc(Cl)c[n+]1Cc1cccc2cccnc12
3% | -5.1% | 2.3% | -0.2% | -15% | -14% | -5% | . | 3% | O=C(NC(=S)N1CCN(c2ccc([N+](=O)[O-])cc2)CC1)c1ccccc1F

Random excerpt: two compounds from above
GPR55 antagonists | KOR beta-arrestin-1 | HIV fusion peptide | GPR55 beta-arrestin | AID2073 | NOD1 inhibition | GPR35 antagonists | KOR beta-arrestin-2 | Siah-1 displacement | compound
1% | 0.9% | 1.4% | 0.3% | 9% | -9% | -1% | 28% | 5% | Nc1ccc(Cl)c[n+]1Cc1cccc2cccnc12
13% | -2.3% | 3.5% | -0.1% | 43% | 9% | -20% | -19% | 6% | Fc1ccccc1/C=C1\CCCC2=C1NC(=S)NC2c1ccccc1F (configuration not stated)

Next compounds
GPR55 antagonists | KOR beta-arrestin-1 | HIV fusion peptide | GPR55 beta-arrestin | AID2073 | NOD1 inhibition | GPR35 antagonists | KOR beta-arrestin-2 | Siah-1 displacement | compound
8% | -1.7% | 1.9% | -0.1% | 20% | -18% | 4% | 6% | 3% | CC(C)OCCCn1c(=O)c2ccccc2n2c(CCC(=O)N3CCN(c4ccccn4)CC3)nnc12
5% | -2.4% | -1.5% | -0.3% | 31% | -54% | -16% | 11% | 6% | COc1cccc(NC(=O)c2ncc(Cl)c(Cl)c2Cl)c1
0% | -2.9% | 12% | -0.2% | 14% | 5% | 2% | 12% | -6% | Cc1cc[n+](-c2nc3ccccc3nc2[N-]S(=O)(=O)c2ccccc2)cc1
-5% | 1.7% | -2.0% | 0.0% | 8% | 4% | 2% | 6% | 1% | COc1ccc(C(=O)C2CCCN(Cc3cnc(N4CCOCC4)s3)C2)cc1F (configuration not stated)
5% | 0.9% | 2.1% | -0.1% | -6% | -41% | 8% | 5% | 0% | CC(Cc1ccccc1)C(=O)NCc1ccccn1 (configuration not stated)
-1% | -4.9% | 0.3% | -0.3% | -4% | -13% | 7% | 7%[20 µM] | 1% | CC(C)C[C@H](NC(=O)OC(C)(C)C)C(=O)N[C@@H](CO)[C@H](O)[C@@H]1C[C@@H]1C(=O)NC1CC1
11% | -2.2% | -0.5% | 0.6% | 22% | -53% | 30% | -9% | 0% | O=C(O)C1CCN(c2ccc(Cl)nn2)CC1
-1% | -1.9% | 0.1% | 0.0% | 4% | -10% | -2% | -35% | -4% | CCCCCN1CC(=O)N2[C@@H](Cc3c([nH]c4ccccc34)C2(C)C)C1=O
12% | 5.4% | -3.1% | -0.1% | 10% | -11% | -3% | -27% | 2% | Cc1nn(-c2ccccc2)c2c1C(c1cccs1)C(C#N)=C(N)O2 (configuration not stated)
3% | -0.1% | 1.4% | -0.2% | 2% | -14% | 6% | 10%[20 µM] | 2% | CC(C)N1CCN(Cc2ccsc2)CC1CCO (configuration not stated)
-1% | -2.6% | -1.0% | 0.6% | 10% | -3% | -3% | 21% | -4% | COc1ccc(SCCc2nnc(-c3ccccc3)o2)cc1
1% | 0.7% | -2.5% | 0.0% | 16% | 4% | -1% | -7% | 2% | CC(C)c1ccccc1NC(=O)CNCCc1ccc(C(F)(F)F)cc1

Six entries already listed, ordered by length of the SMILES, rising.
GPR55 antagonists | KOR beta-arrestin-1 | HIV fusion peptide | GPR55 beta-arrestin | AID2073 | NOD1 inhibition | GPR35 antagonists | KOR beta-arrestin-2 | Siah-1 displacement | compound
5% | 0.9% | 2.1% | -0.1% | -6% | -41% | 8% | 5% | 0% | CC(Cc1ccccc1)C(=O)NCc1ccccn1 (configuration not stated)
5% | -2.4% | -1.5% | -0.3% | 31% | -54% | -16% | 11% | 6% | COc1cccc(NC(=O)c2ncc(Cl)c(Cl)c2Cl)c1
12% | 5.4% | -3.1% | -0.1% | 10% | -11% | -3% | -27% | 2% | Cc1nn(-c2ccccc2)c2c1C(c1cccs1)C(C#N)=C(N)O2 (configuration not stated)
-1% | -1.9% | 0.1% | 0.0% | 4% | -10% | -2% | -35% | -4% | CCCCCN1CC(=O)N2[C@@H](Cc3c([nH]c4ccccc34)C2(C)C)C1=O
8% | -1.7% | 1.9% | -0.1% | 20% | -18% | 4% | 6% | 3% | CC(C)OCCCn1c(=O)c2ccccc2n2c(CCC(=O)N3CCN(c4ccccn4)CC3)nnc12
-1% | -4.9% | 0.3% | -0.3% | -4% | -13% | 7% | 7%[20 µM] | 1% | CC(C)C[C@H](NC(=O)OC(C)(C)C)C(=O)N[C@@H](CO)[C@H](O)[C@@H]1C[C@@H]1C(=O)NC1CC1

Further structures follow:
GPR55 antagonists | KOR beta-arrestin-1 | HIV fusion peptide | GPR55 beta-arrestin | AID2073 | NOD1 inhibition | GPR35 antagonists | KOR beta-arrestin-2 | Siah-1 displacement | compound
1% | -1.8% | -0.6% | 0.2% | 7% | -5% | 3% | -9% | 0% | C=C(C)C1(O)OC(=O)C=C1OC (configuration not stated)
12% | -8.4% | 0.6% | 0.3% | -3% | -19% | -12% | 32%[20 µM] | 4% | CCOc1ccc(Br)cc1CNCc1cccnc1
6% | -11% | -1.3% | -0.1% | 3% | -17% | 3% | -21%[20 µM] | 8% | Cc1cc(Br)ccc1S(=O)(=O)n1ccnc1C
-11% | -8.1% | -0.3% | -0.2% | -5% | 8% | -7% | -20%[20 µM] | 1% | COc1ccc(NC(=S)NC(=O)Cc2ccccc2)c(OC)c1
18% | -7.8% | 51% | 0.2% | 64% | 6% | 3% | -17% | 48% | O=c1nc(/C=C/c2cccn2-c2ccc([N+](=O)[O-])cc2)cc(C(F)(F)F)[nH]1
11% | 0.2% | 2.7% | -0.1% | 14% | 52% | -4% | -13% | 0% | CCOC(=O)N1CCN(C(=O)c2oc3ccc(S(=O)(=O)N4CCCCC4)cc3c2C)CC1
5% | 1.9% | 1.2% | -0.3% | 0% | -24% | -2% | -6% | -1% | O=C(Nc1ccc(F)cc1F)C1CCN(C(=O)c2ccc(Br)cc2)CC1
31% | -2.3% | -0.6% | -0.2% | -4% | 8% | 2% | 6% | 10% | S=C(NC1CCCCC1)NN(c1ccccc1)c1ccccc1
-6% | 6.6% | -1.8% | -0.4% | 7% | -5% | 9% | -26%[20 µM] | 1% | Cc1ccc(-c2csc(NC(=O)CN3CCOCC3)n2)cc1C
13% | -2.9% | 0.1% | -0.3% | 8% | -18% | 9% | 7% | 6% | CCNS(=O)(=O)c1ccc(CCC(=O)NCCc2ccc(OC)cc2)cc1
-1% | -2.3% | 1.3% | 0.1% | 2% | -54% | -11% | 24% | 7% | CC(=O)Nc1ccc2nc(NC(=O)COc3ccccc3Cl)sc2c1
-6% | 1.6% | -3.5% | -0.2% | 30% | 10% | -1% | 7% | 0% | O=c1n(Cc2ccccc2)c2cc(Cl)cnc2n1Cc1ccccc1

(further entries)
GPR55 antagonists | KOR beta-arrestin-1 | HIV fusion peptide | GPR55 beta-arrestin | AID2073 | NOD1 inhibition | GPR35 antagonists | KOR beta-arrestin-2 | Siah-1 displacement | compound
5% | . | 0.0% | -0.1% | 9% | -2% | -2% | . | 0% | CCCC(=O)Nc1nnc(/C=C/c2ccccc2)s1
12% | 0.6% | 0.9% | 0.4% | -3% | -27% | 2% | -23% | 5% | CC(=O)CSc1ccc(C(=O)O)cn1
2% | 3.8% | 0.4% | -0.1% | -2% | -12% | 3% | 36% | 16% | Cc1cc(C)c(C(=O)CSc2nnc(N)s2)cc1C
10% | -4.2% | -1.2% | 0.5% | -3% | 1% | 14% | 7% | -1% | CCN(CC)c1ccc(NC(=O)c2cc3c(OC)cccc3[nH]2)cc1
8% | -0.8% | -1.2% | 0.0% | 5% | 10% | -3% | -22% | -2% | Cc1cc2oc(=O)cc(CSc3nc(N)cc(N)n3)c2cc1C
6% | 2.6% | -0.9% | 0.0% | 5% | -28% | -9% | -8% | 0% | Cc1ccc(C)c(C(=O)COC(=O)CCN2C(=O)C3C4CCC(C4)C3C2=O)c1 (configuration not stated)
7% | 2.1% | -0.1% | -0.4% | 0% | -45% | -1% | -20% | -2% | N#Cc1c2c(c(NCCOCCO)n3c1nc1ccccc13)CCCC2
8% | -0.1% | 3.2% | -0.2% | 21% | 3% | 0% | 0% | 2% | COc1cccc(/C=C2\N=C(c3c(-c4ccccc4)noc3C)OC2=O)c1
8% | -4.6% | 1.9% | 0.2% | -10% | -20% | -2% | 20% | 8% | COc1ccc(NC(=S)N2CCN(Cc3ccccc3)CC2)cc1
10% | 3.9% | -0.4% | 0.0% | 7% | 2% | -4% | -27% | 0% | CCOc1cc(S(=O)(=O)N(Cc2ccccc2)Cc2ccccc2)c(OCC)cc1-n1cnnn1
6% | 2.6% | 0.3% | -0.3% | 8% | -15% | -6% | -17% | 0% | CCOCCCN(C(=O)CCC(=O)Nc1cc(C)on1)C(C(=O)NC(C)(C)C)c1ccccc1Cl (configuration not stated)
-9% | -6.3% | -1.2% | -0.1% | 8% | 9% | -6% | 14% | -4% | O=C(Nc1ccccc1Oc1ccccc1)c1cccs1
